bCat nuc transl: beta-catenin nuclear translocation modulation | HeLa beta-catenin nuclear translocation, immunofluorescence imaging | nuclear translocation activity, % at 5 µM | actives 0.3% (n = 190,000) | AID 1665;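 active = nuclear translocation activity above 50% at 5 µM, with a well cell count of 50 or more; inconclusive = wells under 50 cells across six images, flagged as toxic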;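 also: per-cell ratio of nuclear to cytoplasmic median beta-catenin stain intensity; plate controls were DMSO negative control for no effect and GSK-3 inhibitor IX positive control for full effect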
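Test system: human HeLa cells, endogenous beta-catenin. Times: 24 h compound exposure, 37°C. Measured by: beta-catenin immunofluorescence imaging with DAPI.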
Yfh1-depleted yeast: enhancers of respiration in Yfh1-depleted yeast, dose response, Friedreich's ataxia, plus single-dose screen (AID 1465) | S. cerevisiae Yfh1-off respiration, WST-1 reduction, 72 h; higher fold induction means a stronger effect | actives 0.074% (n = 220,000) | one-dose fold induction at 50 µM; EC50 in µM for titrated hits;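 active = fold induction of absorbance versus untreated yeast above a set limit, then at least 30% activation at any dose in follow-up; inconclusive = repeats straddling the limit, or above it without dose testing; inactive = fold induction below the set limit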;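 also: activators that raise dye reduction in frataxin-depleted yeast; strong numbers were not always called active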
NOD1 NF-kB reporter: inhibition of NOD1-driven NF-kB reporter – cell-based, luminescence, uHTS, primary screen (AID 1578). NOD1-driven NF-kB luciferase reporter cells, luminescence; higher % means a stronger effect. one-dose inhibition, % at 4 µM; EC50 in µM for titrated hits. actives 1% (n = 290,000); in the data active = inhibition mostly above about 36%, no sharp cut-off; inactive = mostly below about 34%;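 also: HEK-293T reporter cells stimulated with the NOD1 agonist gamma-tri-DAP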
Dynein transport: blocks dynein driven cargo transport along microtubules. 3617.4 mouse cells, GR-EGFP nuclear translocation imaging; test concentration mostly 20 µM; stimulated with dexamethasone, 1 µM; active compounds read low. AID 1381. actives 0.47% (n = 220,000). z-score, hits read low;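 active = plate z-score of nuclear minus cytoplasmic receptor signal below a set negative limit, without overly bright fluorescence or cell loss, cut at about -3.5 in these data, passing the limit was not always enough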;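 also: z-score of nuclear minus cytoplasmic ring GR-EGFP intensity difference per well; some compounds called inactive have numbers as strong as hits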
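medium = tetracycline-free induction medium containing charcoal-stripped FBS | probe or stimulus = dexamethasone, 1.0 µM final | timing = 48 h induction, then 1 h compound, then 30 min agonist, 37 °C | detection = automated 10x imaging of fixed Hoechst-stained cells | read-out basis = nuclear versus cytoplasmic GR-EGFP signal, averaged per well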
M17LAP inhibition: P. falciparum M17LAP inhibitors, primary screen, biochemical, fluorogenic H-Leu-NHMec substrate, 1536-well (AID 1619); recombinant M17LAP, H-Leu-NHMec fluorogenic kinetic assay; higher % means a stronger effect; one-dose inhibition, % at 30 µM; IC50 in µM for titrated hits; actives 0.38% (n = 220,000);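 active = compound inhibiting the enzyme by more than half at any dose during confirmatory dose-response retesting; inconclusive = strong single-dose inhibitors picked by rank but not retested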;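 also: plate controls were full reaction with DMSO carrier for no effect and no enzyme background for full effect; strong numbers were not always called active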
NOD2 inhibition: NOD2 signaling inhibitors, cell-based, luminescence, uHTS, HEK293 (AID 1566); HEK293 NOD2/NF-kB luciferase reporter, luminescence; higher % means a stronger effect; inhibition, % at 4 µM, or EC50 in µM where a hit was titrated; actives 0.63% (n = 290,000); in the data active = inhibition above about 50%; also: many of its hits are not listed in these tables
Autophagy mod: modulators of autophagy; MEF GFP-LC3 puncta imaging; test concentration mostly 10 µM; calls only at 10 µM (by protocol); actives 0.98% (n = 190,000);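 active = percentage of spot-positive cells more than 3 SD above its plate mean, without a fluorescence outlier flag or 80% toxicity; inconclusive = no clear call, values can overlap the other calls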;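 also: spot-positive cell cutoff set from DMSO-treated cells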
Ins promoter up: MIN6 insulin promoter up-regulation. z-score at 5 µM. actives 0.3% (n = 190,000). MIN6 insulin promoter-GFP reporter, high-content imaging; active compounds read high;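 active = z-score above 3 at 5 µM with at least 500 cells counted in the well; inconclusive = wells under 500 cells, flagged as cytotoxic or low count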
MT stabilize HCS: microtubule stabilizers in HeLa cells | HeLa tubulin immunostaining HCS, 24 h; share of cells brighter than vehicle mean+2SD | % tubulin-high responders, % at 10 µM | actives 0.83% (n = 200,000);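 active = plate Z-score above 3 for both tubulin-high and condensed-nucleus cell shares, with cell loss under 80%, at 10 µM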;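 also: anti alpha tubulin signal scored within the nucleus-defined area of each cell; some results filed as inactive read as strong as hits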
Dynein transport cytoplasmic EGFP: also measured in Dynein transport; calls as there; z-score; measured here: cytoplasmic GR-EGFP intensity; active compounds read high
Dynein transport nuclear GR-EGFP: recorded beside Dynein transport, whose call it bears; z-score; measured here: nuclear GR-EGFP intensity;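 lower value marks the stronger effect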
Dynein transport cell count: recorded beside Dynein transport, whose call it bears; z-score; measured here: cell count per field
Ins promoter up cell count: also measured in Ins promoter up; calls as there; cell count; measured here: cytotoxicity, nuclei count;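 total cells summed across four imaged fields per well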
bCat nuc transl cell count 5 µM: further read-out of bCat nuc transl, marked with its call; cell count; measured here: cell count, cytotoxicity flag
MT stabilize HCS Hoechst-high %: also measured in MT stabilize HCS; calls as there; % Hoechst-high responders; measured here: nuclear condensation Hoechst responders;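 share of cells brighter than vehicle mean plus two SD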
MT stabilize HCS cytotoxicity %: further read-out of MT stabilize HCS, marked with its call; toxicity, %; measured here: cytotoxicity by cell density;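 0% = mean cell density of plate MIN control wells and 100% = no cells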
Autophagy mod cell loss 18 h: second read-out of Autophagy mod, no call of its own (marks repeat the call); toxicity, %; measured here: cell loss, nuclei count;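 cell loss after 18 h compound exposure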
Numbers without * were called inactive; i = inactive; ? = inconclusive; · = no result given. Some of the compounds tested; the hit share may differ from the screen's.

Structure	bCat nuc transl	bCat nuc transl cell count 5 µM	Yfh1-depleted yeast	NOD1 NF-kB reporter	Dynein transport	Dynein transport cytoplasmic EGFP	Dynein transport nuclear GR-EGFP	Dynein transport cell count	M17LAP inhibition	NOD2 inhibition	Autophagy mod	Autophagy mod cell loss 18 h	Ins promoter up	Ins promoter up cell count	MT stabilize HCS	MT stabilize HCS Hoechst-high %	MT stabilize HCS cytotoxicity %
Cc1nc2ccccc2c(=O)n1NC(=O)c1c(O)c2c(n(CC(C)C)c1=O)CCCC2	1.7	923	i	-13%	-0.68	-0.2	-0.14	-0.063	3%	9%	i	3	·	·	3.8	1.4	3.2
O=C(Nc1nc2ccccc2s1)c1cc(-c2ccccc2)nn1-c1ccccc1	5.2	880	i	18%	-0.4	-0.33	-0.66	0.69	-13%	1%	i	-4	-0.01	1076	4.2	3.0	6.6
O=C1Cc2ccccc2Sc2ccc(Cl)cc21	·	·	i	19%	-0.55	0.14	-0.77	0.29	-2%	-4%	i	-6	·	·	3.3	1.3	4.8
CCC/C(=N/NC(=O)c1cccc(Cl)c1)c1ccccc1	0.0	926	i	4%	-0.61	-0.14	-0.033	-0.35	10%	16%	i	-18	0.22	1222	1.3	1.8	4.1
CC(C)Cn1c2ccccc2c2cc(C(=O)O)ccc21	·	·	i	-6%	-0.45	-0.24	-0.23	0.7	2%	11%	i	2	·	·	1.3	1.6	5.2
O=c1c2ccccc2nc2n1CC/C2=C/N1CCN(c2cccc(C(F)(F)F)c2)CC1	0.5	1140	i	9%	-0.7	-0.2	-0.36	0.87	0%	-7%	i	-5	0.25	1123	2.1	1.0	2.9
O=C(C1=C[C@H](c2ccccc2)C[C@H](OCc2ccc(CO)cc2)O1)N1CCCCCCC1	-3.9	1116	·	20%	-1.4	-0.28	-0.46	0.83	4%	11%	i	4	-0.47	796	2.4	1.9	8.6
COc1ccc(NC(=O)N2CCN(c3cccc(C(F)(F)F)c3)CC2)cc1OC	2.7	1479	i	-6%	1.6	0.083	0.88	-1.5	1%	9%	i	-6	0.76	1458	3.1	1.6	0.5
C=CCN(c1ccc(Cl)cc1)S(=O)(=O)c1cccc(C(=O)OCC(=O)N(C)C)c1	-4.1	992	i	-21%	-0.48	-0.31	-0.064	-0.095	2%	2%	i	11	0.45	1552	1.3	2.0	5.0
Cc1c(CCO)c(=O)oc2n[nH]c(-c3ccccc3)c12	-0.5	1041	i	-23%	0.18	-0.19	-0.22	1.5	?	7%	i	-8	-0.52	1297	3.2	1.1	1.2
CCOC(=O)NCC(C#CCN(CC)CC)N(CC)CC (stereo not given)	-2.2	1079	i	-22%	-0.78	-0.26	-0.25	0.87	9%	-2%	i	7	-0.13	1688	1.3	1.1	5.0
COc1cc(CN2CCN(C(=O)CC(C)C)CC2)cc(OC)c1O	-8.4	914	i	-26%	1.6	-0.23	1.2	-0.2	-4%	-3%	i	-2	-0.82	1519	1.8	3.3	14
O=C(O)/C=C/c1cn(Cc2ccccc2)nc1-c1cccnc1	-0.2	1314	i	-4%	-0.034	-0.73	-0.22	-0.51	·	4%	·	·	0.64	1070	·	·	·
Cc1cc2occ(CC(=O)O)c2cc1C	0.9	664	i	13%	-0.29	-0.19	0.23	0.15	26%	15%	i	1	0.76	896	3.1	3.0	0.4
COc1cc(C(=O)Sc2ccc(C)cc2)cc(OC)c1OC	-0.3	1386	·	-8%	-4.4*	0.38*	-1.6*	0.55*	1%	2%	i	14	0.47	1548	1.9	1.3	3.2

Entries of single compounds as entered above. Order of values: bCat nuc transl	bCat nuc transl cell count 5 µM	Yfh1-depleted yeast	NOD1 NF-kB reporter	Dynein transport	Dynein transport cytoplasmic EGFP	Dynein transport nuclear GR-EGFP	Dynein transport cell count	M17LAP inhibition	NOD2 inhibition	Autophagy mod	Autophagy mod cell loss 18 h	Ins promoter up	Ins promoter up cell count	MT stabilize HCS	MT stabilize HCS Hoechst-high %	MT stabilize HCS cytotoxicity %
COc1cc(CN2CCN(C(=O)CC(C)C)CC2)cc(OC)c1O across the screens: -8.4	914	i	-26%	1.6	-0.23	1.2	-0.2	-4%	-3%	i	-2	-0.82	1519	1.8	3.3	14
Cc1cc2occ(CC(=O)O)c2cc1C across the screens: 0.9	664	i	13%	-0.29	-0.19	0.23	0.15	26%	15%	i	1	0.76	896	3.1	3.0	0.4

(continued)
Structure	bCat nuc transl	bCat nuc transl cell count 5 µM	Yfh1-depleted yeast	NOD1 NF-kB reporter	Dynein transport	Dynein transport cytoplasmic EGFP	Dynein transport nuclear GR-EGFP	Dynein transport cell count	M17LAP inhibition	NOD2 inhibition	Autophagy mod	Autophagy mod cell loss 18 h	Ins promoter up	Ins promoter up cell count	MT stabilize HCS	MT stabilize HCS Hoechst-high %	MT stabilize HCS cytotoxicity %
CCOC(=O)N1CCC(NC(=O)C2CCCN(C(=O)N3CCOc4ccccc43)C2)CC1 (stereo not given)	0.9	1117	i	-14%	0.18	-0.23	0.27	0.76	-1%	4%	i	-5	0.7	1303	1.8	1.1	4.2
CC1=CC(C)(C)N2C(=O)C3(C(C#N)=C(N)Oc4cc(O)ccc43)c3c(C)c(C)cc1c32 (stereo not given)	·	·	i	15%	-1.2	0.092	-0.34	0.88	-5%	2%	i	-3	-0.53	919	8.3	1.6	5.9
O=c1/c(=C/c2ccc([N+](=O)[O-])cc2)sc2n1CCCN=2	-3.3	1006	i	-58%	-0.58	-0.091	0.17	0.052	20%	-50%	i	-24	0.19	1352	2.3	1.6	5.8
O=C(CCc1ccccc1)Nc1cc(NC(=O)CCc2ccccc2)cc(C(=O)O)c1	-0.3	1522	i	-14%	-0.093	-0.27	0.23	-0.18	-6%	16%	i	-31	0.41	1512	1.8	1.4	5.6
CC1CCC2(CC1)NC(=O)N(CC(=O)c1cccn1C)C2=O (stereo not given)	-1.1	1397	i	-10%	0.27	-0.14	0.33	-0.9	-1%	8%	i	0	-0.12	1532	2.7	2.0	4.7
COc1cccc(CN2CCN(c3cccc(C(F)(F)F)c3)CC2)c1OC	-1.0	1150	i	-28%	-1	-0.15	-0.55	0.73	9%	1%	i	-5	·	·	4.2	2.4	2.6
Cc1cccn2c(=O)c(C=O)c(N3CCC4(CC3)OCCO4)nc12	0.7	1095	i	2%	0.95	-0.22	0.42	-0.66	3%	2%	·	·	0.14	1453	·	·	·
CCO[C@H]1OC(C(=O)N2CCN(Cc3ccccc3)CC2)=C[C@@H](C)[C@@H]1CCCO	-3.3	1111	i	5%	-0.078	-0.25	0.24	-0.22	4%	-6%	i	-27	1.3	1280	2.7	1.5	1.2
CC1(C)CC2(C)OCCN2C(=S)N1 (stereo not given)	0.4	1340	i	-1%	-0.29	-0.25	-0.033	-0.17	0%	20%	·	·	-0.16	1059	·	·	·
COc1ccc(OC)c(-n2c(SCC(=O)Nc3cc(C)on3)nnc2-c2c[nH]c3ccccc23)c1	·	·	i	3%	-0.67	-0.19	-0.23	0.095	-7%	8%	i	7	-0.23	866	7.3	3.2	9.6
N#C/C(=C/c1ccc(-c2ccc(C(=O)O)c(Cl)c2)o1)C(=O)NCC1CCCO1 (stereo not given)	-0.8	968	i	-14%	0.73	-0.14	0.44	-1.4	-104%	17%	i	2	-0.08	1328	0.9	2.0	3.7
Cc1cccc(NC(=O)CCc2ccc(C)o2)c1	-0.1	1134	i	-81%	-0.44	-0.31	0.094	-0.025	5%	-10%	i	-5	1.8	758	4.0	2.3	2.1
COCCCNc1nc2c(c(=O)n(C)c(=O)n2C)n1Cc1cccc(OC)c1	-2.0	479	i	-4%	0.99	-0.19	0.89	0.015	0%	2%	i	1	·	·	3.1	0.4	69
CNC(=O)COC(=O)/C=C/c1ccco1	1.0	1068	i	-28%	0.17	-0.42	-0.53	1.5	7%	15%	i	-7	0.88	1288	2.6	1.6	4.6
CCOC(=O)c1[nH]cnc1C(=O)Nc1cccc(Cl)c1	-0.1	1482	i	-12%	-0.056	-0.33	0.28	0.84	20%	9%	i	33	-0.41	1305	3.6	2.9	6.6
O=C(CSc1nc(-c2ccccc2)cs1)NCCN1C(=O)CSC1=O	-2.1	1095	i	-41%	0.89	-0.31	0.9	0.18	5%	-14%	i	0	0.15	1220	3.5	2.1	6.4
CN(C)C(=O)c1nc2ccc(Cl)cn2c1CNCc1cccc(OC(F)(F)F)c1	0.0	1388	i	2%	0.39	-0.28	0.64	0.36	7%	14%	·	·	0.37	990	·	·	·

Screening results: PubChem BioAssay, several laboratories
